# NR3A LBD binder = modulates the human NR3A ligand-binding domain; NR3A LBD differential scanning fluorimetry, Tm shift; 0% = protein alone, 100% = glycine-bound protein; AID 1259313; Tm shift relative to glycine control, % at 25 µM; 340,000 tested, 2.5% active;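 active = melting temperature shift of at least 10% of the positive control shift, at one fixed dose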
# APJ antagonist = blocks the human apelin receptor APJ | P35414 | inhibition, % at 20 µM | 330,000 tested, 0.32% active | CHO-K1 APJ beta-arrestin complementation, luminescence | AID 2521;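 active = inhibition above about 40% at 20 µM, limit read from the data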;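 note: cells challenged with 10 nM apelin-13 agonist together with compound; plate controls were apelin-13 plus DMSO wells for no effect and DMSO wells lacking apelin-13 for full effect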
# Target sequence (P35414 whole entry, looked up): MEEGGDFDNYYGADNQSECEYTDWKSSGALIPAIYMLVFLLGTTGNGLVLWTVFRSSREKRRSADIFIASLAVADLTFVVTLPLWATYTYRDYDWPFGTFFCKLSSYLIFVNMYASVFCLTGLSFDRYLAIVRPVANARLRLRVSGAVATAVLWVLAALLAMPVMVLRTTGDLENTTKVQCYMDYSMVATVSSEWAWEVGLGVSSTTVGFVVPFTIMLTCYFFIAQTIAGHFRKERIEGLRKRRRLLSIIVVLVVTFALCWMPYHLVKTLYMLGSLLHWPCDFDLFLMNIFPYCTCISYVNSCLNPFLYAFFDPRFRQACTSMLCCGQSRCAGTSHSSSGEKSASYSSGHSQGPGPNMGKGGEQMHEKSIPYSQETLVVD
# tim10-1 inh = tim10-1 yeast growth inhibition; S. cerevisiae tim10-1 ts strain growth, BacTiter-Glo, 24 h; AID 463190; 330,000 tested, 2.2% active; inhibition, % at 20 µM;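 active = inhibition of at least 40%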;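 note: mutant grown at 25 °C; 0% = DMSO wells with yeast and 100% = wells holding no yeast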
# tim23-1 inh = inhibits growth of tim23-1 mutant yeast | 330,000 tested, 1.3% active | S. cerevisiae tim23-1 growth, BacTiter-Glo luminescence, 24 h | inhibition, % at 20 µM | AID 463212;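 active = growth inhibition of the mutant yeast at or above 50%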;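 note: temperature-sensitive mutant grown at 25 °C; plate controls were DMSO-treated mutant yeast for no effect and medium wells lacking yeast for full effect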
# NLRP3 yeast inh = blocks the NALP3 inflammasome reconstituted in yeast; Yeast reconstituted NLRP3/ASC/caspase-1, beta-gal luminescence, 24 h; inhibition, % at 10 µM; 330,000 tested, 0.39% active; AID 2825;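 active = inhibition of 50% or more; inactive = inhibition below 50%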;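 note: plate controls were induced DMSO wells for no effect and uninduced yeast grown without galactose for full effect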
# MPTP block = blocks calcium-induced mitochondrial swelling; 360,000 tested, 1.4% active; isolated mouse mitochondria, Ca2+ swelling absorbance, 30 min; inhibition, % at 10 µM;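 active = inhibition of 50% or more, scaled per plate between neutral and stimulator controls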;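 note: 0% = DMSO wells given calcium and 100% = 1 mM EGTA wells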
# MIN6 prolif = MIN6 beta-cell proliferation induction; MIN6 cells proliferation, ATPlite luminescence, 48 h; cells starved in 0.2% serum; 100% = growth in 10% serum; proliferation, % at 10 µM; 330,000 tested, 0.29% active; AID 2380;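 active = compounds whose signal lies at least 3.5 SD above the mean of all wells on their plate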;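 note: 0% = DMSO-treated cells in low-serum medium and 100% = 10% serum control; some compounds called inactive have numbers as strong as hits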
# TIM10 inh = growth inhibitors of TIM10 yeast strain; S. cerevisiae TIM10 strain growth, BacTiter-Glo luminescence, 24 h; inhibition, % at 10 µM; 330,000 tested, 1.4% active; AID 463195;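 active = inhibition of 40% or more at the single tested concentration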;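 note: wild-type TIM10 isogenic control strain grown at permissive 25 °C; 0% = DMSO yeast wells and 100% = minimal medium wells without yeast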
# APJ agonist = activates the human apelin receptor APJ | P35414 | CHO-K1 APJ PathHunter beta-arrestin, luminescence; 0% DMSO wells, 100% apelin | activation, % at 20 µM | 330,000 tested, 0.11% active;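 active = activation more than six SD over the plate average, tested at 20 µM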;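 note: 0% = DMSO alone and 100% = apelin-13 at 10 nM; some results filed as inactive read as strong as hits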
#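 Test system – PathHunter CHO-K1 APJ (AGTRL-1) beta-arrestin reporter cells · Input – 1000 cells/well · Compound – single test compound dose, 20 µM final, 1% DMSO · Times – compound stimulation 90 min at 25 °C, detection 60 min · Technique – beta-gal luminescence · Read-out basis – APJ–arrestin association signal · Control set – negative DMSO alone, positive Apelin-13 at 10 nM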
# Active calls of the source: *; . = not tested or not shown. Random draw from the library; 7.2% or so of the library scored in one or more.
SMILES,NR3A LBD binder,APJ antagonist,tim10-1 inh,tim23-1 inh,NLRP3 yeast inh,MPTP block,MIN6 prolif,TIM10 inh,APJ agonist
COc1ccc(S(=O)(=O)Nc2ccccc2C(=O)NCc2cccnc2)cc1,-1,-5,14,2,-5,1.0,-1,15,0
Cc1cc(-c2n[nH]c(=S)n2/N=C/c2ccc(Cl)c([N+](=O)[O-])c2)n[nH]1,4,4,10,11,26,-0.5,0,5,0
COc1cccc(NC(=O)CN2CCN(c3nc(-c4cccc(OC)c4)cs3)CC2)c1,-5,5,33,25,-3,2.5,-3,22,-9
NC(=O)CC(NC(=O)c1ccccc1)c1ccc(NCc2ccc(F)c(F)c2)c([N+](=O)[O-])c1 (stereo not given),-14,7,21,10,17,1.3,-4,12,-2
CCOC(=O)CN1C(=O)N[C@@H](c2cccc(C(F)(F)F)c2)[C@@H](C(=O)OC)[C@H]1C,0,1,-3,9,2,-0.7,0,5,1
COc1ccc(CCN(C)C(=O)c2cc(S(=O)(=O)N3CCCCCC3)ccc2OC)cc1OC,2,4,2,-4,11,-0.7,5,-5,-4
CCOC(=O)C1CCCN(C(=O)c2cc(Cl)ccc2Cl)C1 (stereo not given),-1,7,16,19,-9,1.2,0,13,-6
COc1cc2c(cc1CNC[C@H]1O[C@@H](n3cnc4c(N)ncnc43)[C@H](O)[C@@H]1O)OCO2,-1,3,-5,-11,-10,-0.9,1,-5,-2
CN(C)c1ccc(C2NCC(CCl)O2)cc1 (stereo not given),-1,11,8,3,13,-2.5,-1,10,-1
CCOC(=O)Cc1c(C)nc2c(-c3ccccc3)c(-c3ccccc3)[nH]n2c1=O,-2,1,20,4,1,1.7,-5,12,-4
CN(C)S(=O)(=O)Oc1cccc(C(=O)Nc2ccc(Cl)cc2)c1,-9,9,40,28,-27,19,-6,30,-1
COc1ccc(C(=O)NNC(=O)c2ccccc2[N+](=O)[O-])cc1[N+](=O)[O-],-1,7,-11,10,11,-0.1,2,3,-3
COc1ccccc1NC(=O)C(=O)NCc1ccccc1Cl,-3,15,11,-2,10,1.4,0,-15,0
C#CCOCCOCCOCCNc1nc(N2CCN(C(=O)[C@H](CC(N)=O)n3cc(C(N)[C@@H](C)CC)nn3)CC2)nc(N2CCN(C(=O)[C@H](CCC(=O)O)n3cc([C@@H](N)CCCCN)nn3)CC2)n1 (stereo not given in full),0,9,-1,6,4,0.5,-2,9,-2
N#Cc1c(NC(=O)C2CC2)sc2c1CCCCC2,0,3,35,51*,14,1.2,-2,28,1
CC(=O)N1CCN=C1SCc1ccccc1,0,-5,-12,-13,7,1.0,5,3,-1
CCOc1ccccc1NC(=O)C1CCCCN1S(=O)(=O)c1ccccc1 (stereo not given),0,-10,15,38,13,-0.2,-3,7,-2
COc1ccc2c(c1)C(=O)N1[C@H]3c4cc(Cl)ccc4OC[C@@H]3[C@H](c3ccccc3)[C@]1(C)C(=O)N2,-3,4,29,39,-19,1.3,-6,14,-1
COc1ccc2nc(Nc3nc(CSc4nc5ccccc5s4)cc(=O)[nH]3)nc(C)c2c1,.,12,23,15,-2,.,-4,16,-3
CCOCCCNC(=O)CN1C(=O)C(CC)Oc2ccccc21 (stereo not given),2,10,-13,1,1,-1.5,-3,-5,-2
Cn1c(=O)n(C)c2cc([N+](=O)[O-])c(N3CCN(C(=O)c4cccc(F)c4)CC3)cc21,-1,17,26,26,-10,-0.1,1,17,-5
CCN(C(=O)COC(=O)CCc1ccccc1)c1ccccc1,0,-31,10,24,1,-1.7,0,26,-3
Cn1c(SCc2cccnc2)nnc1-c1c[nH]c2ccccc12,2,12,-1,-6,12,-2.1,4,-5,5
CCc1nnc2cccc(Cl)n12,-5,3,1,-2,17,0.6,-1,-19,-2
Cc1ccc(C(=O)OCCn2cc(C#N)c(=O)[nH]c2=O)cc1,1,-28,28,20,8,-0.2,-2,6,10
CCN1C(=O)[C@H]2[C@@H](c3ccc(-c4ccc(OC)cc4)c(OC)c3)N[C@@](Cc3ccccc3)(C(=O)OC)[C@H]2C1=O,0,-5,9,19,17,-3.4,-5,5,-2
CC(=O)c1sc(NC(=O)C2=NN(c3ccccc3)C(=O)CC2)nc1C,0,-21,4,12,-3,0.1,-3,10,-4
CCOC(=O)C1(Cc2ccc(OC)cc2)CCN(C(=O)CCc2cccnc2)CC1,-3,-22,15,25,11,2.1,-2,8,-2
Cc1cc(NC(=O)CSCC(=O)OC(C)C(=O)c2cc(C)c(C)cc2C)no1 (stereo not given),3,5,20,19,11,1.4,-2,-3,-3
Cc1nn(Cc2ccccc2)c(C)c1NC(=O)CSc1nc2sc3c(c2c(=O)n1C)CCC3,-1,-73,0,-7,2,.,-7,10,29*
Nc1cc(=O)[nH]c(=O)n1CC1CC1,3,11,9,10,18,-2.8,-5,8,7
COC(=O)c1sc2nc(C)cc(C)c2c1N,-3,-31,15,23,12,0.0,-3,-10,6
CC(C)c1nc(-c2ccc([N+](=O)[O-])cc2)cs1,0,-13,24,17,-10,1.8,0,17,-3
COC(=O)C(N)Cc1ccc(OC)c([N+](=O)[O-])c1 (stereo not given),3,7,-9,-4,11,2.1,-1,0,-3
O=C(NCCCN1CCCC1)c1ccc2c(c1)N(Cc1ccccc1F)C(=O)c1ccccc1S2(=O)=O,4,0,-16,-18,10,-3.3,-5,4,-1
O=C(Nc1cc(Cl)cc(Cl)c1)C(NCCO)c1ccccc1 (stereo not given),2,21,16,-8,-7,-1.4,-2,3,-3
CC(C)(C)c1cc2nc(N)nc(N)n2n1,2,3,-10,-3,11,0.0,0,-11,2
c1ccc2sc(SN3CCOCC3)nc2c1,-2,-10,-2,2,-21,-2.8,0,-3,-1
O=C(O)C1CCC(CNCc2ccncc2)CC1 (stereo not given),1,5,23,7,3,0.0,-1,12,0
CCOc1cc(/C=C/C(=O)NCCc2ccc(S(N)(=O)=O)cc2)ccc1OCC(C)C,-2,-15,7,0,2,3.1,-1,-1,2
COc1ccccc1C(=O)Oc1cc(N)n(S(=O)(=O)c2ccc(C)cc2)n1,-3,-7,36,28,0,-2.5,-1,38,-3
Cc1cc(=O)oc2ccc(OCc3ccccc3)cc12,-1,1,-21,18,16,-0.9,1,-10,-3
O=c1oc(C2(O)CCCCC2)cc2ccccc12,0,-4,7,4,7,-0.1,-2,-6,-3
COc1ccc(/C=N/Nc2cc(C)nc(N3CCOCC3)n2)cc1OC,1,1,6,16,22,4.5,2,7,3
COCCCNC(=O)Cc1ccc(S(=O)(=O)N2CCOCC2)s1,0,-6,-7,2,6,-2.0,-3,0,-1

# The final three entries of the section before open the next one:
SMILES,NR3A LBD binder,APJ antagonist,tim10-1 inh,tim23-1 inh,NLRP3 yeast inh,MPTP block,MIN6 prolif,TIM10 inh,APJ agonist
O=c1oc(C2(O)CCCCC2)cc2ccccc12,0,-4,7,4,7,-0.1,-2,-6,-3
COc1ccc(/C=N/Nc2cc(C)nc(N3CCOCC3)n2)cc1OC,1,1,6,16,22,4.5,2,7,3
COCCCNC(=O)Cc1ccc(S(=O)(=O)N2CCOCC2)s1,0,-6,-7,2,6,-2.0,-3,0,-1
O=C(Cc1ccc(S(=O)(=O)N2CCOCC2)s1)Nc1ccccc1Br,-1,-21,27,25,-1,1.9,-5,11,2
COc1ccc(S(=O)(=O)NC(C)C(=O)NCc2ccccn2)cc1Cl (stereo not given),-2,-10,1,5,0,-2.2,1,-20,-4
CC(=O)N1CCN(c2ccc(S(=O)(=O)N3CCCCC3)cc2[N+](=O)[O-])CC1,4,1,14,15,13,-2.1,-4,-5,0
CCCN1CCC(NC(=O)CCc2nnc(Cc3cc(OC)ccc3OC)o2)CC1,2,21,-19,9,11,1.1,-2,-10,-1
COC(=O)[C@]1(C)N[C@H](CN(C)S(=O)(=O)c2ccc(F)cc2)[C@@H]2C(=O)N(C)C(=O)[C@@H]21,0,6,-8,-6,-7,-0.4,-1,2,-3
Cc1cccc(-c2nnc(SCC(=O)O)n2Cc2ccccc2)c1,2,11,-3,1,26,-0.4,-2,-10,0
CN(C)c1cccc(C(=O)OCC(=O)c2ccc[nH]2)c1,-2,-14,-7,-6,17,-2.1,-4,-9,-3
COc1ccc(F)cc1CN1CCN(C(=O)CCC(=O)Nc2nnc(CC(C)C)s2)CC1,-3,8,2,2,9,0.0,-4,1,-4
Cc1ccc(N(CC(=O)N2CCCCCC2)S(=O)(=O)c2ccccc2)cc1,0,-8,17,26,20,0.6,1,-3,-1
CCN(CC)S(=O)(=O)c1cc(C(=O)Nc2ccccn2)ccc1C,-4,25,8,14,8,-0.4,-4,15,0
COc1cccc(CN(C(=O)CN2C(=O)c3ccccc3S2(=O)=O)C(C(=O)NCC2CCCO2)c2ccco2)c1 (stereo not given),-1,-4,7,9,4,0.2,-2,-6,-4
Cc1cccc(NC2SC(=O)N(CC(=O)O)C2=O)c1 (stereo not given),3,3,-1,-9,3,-0.7,-4,-6,3
CC1CCCC(NC(=O)c2cc(S(=O)(=O)N3CCCCC3)ccc2Cl)C1C (stereo not given),-2,-5,15,14,12,0.1,2,6,-3
Cc1ccc2cccc(N)c2n1,-2,41*,10,6,19,-2.8,-2,6,2
CN(C)CC(C)(C)CNC(=O)c1cc(=O)c2ccccc2o1,0,-9,2,13,6,-1.7,0,2,-4
CC1=C(C(=O)OCC(C)C)C(c2ccsc2)C2=C(CCCC2=O)N1 (stereo not given),1,-1,19,7,9,0.4,0,-1,0
COC(=O)[C@H](CCSC)NC(=O)Nc1ccc(C)cc1,11*,6,5,7,1,0.0,-2,5,0
O=S1(=O)CCOCCCN1Cc1ccc(Cl)cc1,-1,-18,-8,11,21,-0.4,-1,-6,-1
COc1ccc(Nc2nc(N(C)c3ccccc3)nc(N)c2[N+](=O)[O-])cc1,.,14,2,6,8,3.2,10*,15,-1
CCC(=C/c1sc2ccc3ccccc3c2[n+]1C)/C=C1\Sc2ccc3ccccc3c2N1C,3,-25,20,35,20,-1.5,-4,19,1
O=C(CN1C(=O)S/C(=C\C=C\c2ccccc2)C1=O)NC1CCS(=O)(=O)C1 (stereo not given),4,-7,-1,1,-1,0.2,-2,1,3
N#Cc1ccccc1Sc1ccccc1C(=O)Nc1ccccc1,-20,9,17,36,24,-0.6,-3,6,-1
CCOC(=O)c1sc(NC(=O)/C=C/c2ccc(F)cc2)nc1C,2,14,-4,-8,11,-0.3,-1,-1,-5
O=C(N/N=C/c1ccco1)c1cc([N+](=O)[O-])cc([N+](=O)[O-])c1,-5,-63,25,30,22,0.8,0,7,8
COc1ccc(C(=O)OCC(=O)c2ccccc2)cc1S(=O)(=O)N1CCOCC1,2,10,24,30,1,0.2,-3,17,-2
COc1cc(C(=O)NCC2CCCO2)ccc1OCc1ccc(Cl)cc1 (stereo not given),1,5,20,38,18,-2.9,2,3,2
O=C(CNC(=O)c1cccs1)NCC(=O)OCc1ccc(F)cc1,1,0,-5,22,17,-1.2,-3,1,-3
CC(C)(C#N)NC(=O)C1CCCN1S(=O)(=O)c1ccc2ccccc2c1 (stereo not given),-3,-6,-12,6,7,-1.8,-5,12,-2
COc1ccc(-c2cc(=O)c3ccccc3n2C)cc1,-2,13,16,7,26,0.0,-1,10,-3

# High-throughput results as filed in PubChem.
